PPC-1+TRAIL kill = compounds killing PPC-1 cancer cells with TRAIL present (potentiator screen, no TRAIL-free arm); PPC-1 cells + TRAIL, ATPLite viability luminescence; cell killing (% activity), % at 4 µM; 0.41% of 220,000 active;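 active = cell killing above 50% in the first pass at 4 µM, then a duplicate retest at 5 µM averaging 50% or more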;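 also: plate controls were cells with TRAIL plus DMSO for no effect and medium-only wells lacking cells for full effect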
m-calpain inh = inhibitors of pig calpain II | AID 1236 | purified calpain II, fluorogenic peptide substrate, 30 min | 0.37% of 220,000 active | inhibition, % at 16 µM;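 active = inhibition above about 50%, limit read from the data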
thrombin 1536 = blocks human thrombin protease activity; P00734; alpha-thrombin, Boc-VPR-AMC fluorogenic substrate cleavage; inhibition, % at 5 µM; 0.26% of 220,000 active;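 active = inhibition at or above 40%; inactive = inhibition below 40%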;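 also: 0% = enzyme with no compound and 100% = wells without enzyme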
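System: Human alpha-thrombin protein | Medium: pH 7.5 Tris (50 mM) with NaCl 150 mM, Tween 20 0.05% | Times: Enzyme reaction carried out at room temperature | Detection: AMC fluorescence, 355/460 nm | Evaluation: Percent inhibition scaled between no-compound controls and no-enzyme blanks | Benchmarks: Enzyme without compound as high, wells lacking enzyme as low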
TRPML3 agonist = activates the human TRPML3 channel | Q8TDD5 | 0.29% of 220,000 active | activation, % at 3 µM | HEK293 TRPML3-YFP, Fluo-8 calcium fluorescence; 100% = the carbachol control signal;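 active = activation above its plate's cutoff, the mean activation of the plate's test wells plus 3 SD, cut at about 12% in these data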;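 also: 0% = DMSO only wells and 100% = carbachol wells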
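Material: HEK293 cells stably carrying human TRPML3-YFP; compound dosing: single dose, 3 µM final nominal compound, 0.3% DMSO final; incubation: 1-h 37 °C dye load, 5-s basal, 120-s post-compound reads; technique: Fluo-8 intracellular calcium fluorescence, excitation 470-495 nm, emission 515-575 nm; read-out basis: percent activation from peak-to-basal fluorescence ratio, scaled between DMSO and carbachol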
Furin inhibitor = blocks human furin protease activity. P09958. purified furin, fluorogenic substrate cleavage. inhibition, % at 30 µM. 0.061% of 220,000 active. AID 463115; in the data active = inhibition above about 25%; also: inactives centre near -15
Target sequence (P09958 108-714 limits assumed): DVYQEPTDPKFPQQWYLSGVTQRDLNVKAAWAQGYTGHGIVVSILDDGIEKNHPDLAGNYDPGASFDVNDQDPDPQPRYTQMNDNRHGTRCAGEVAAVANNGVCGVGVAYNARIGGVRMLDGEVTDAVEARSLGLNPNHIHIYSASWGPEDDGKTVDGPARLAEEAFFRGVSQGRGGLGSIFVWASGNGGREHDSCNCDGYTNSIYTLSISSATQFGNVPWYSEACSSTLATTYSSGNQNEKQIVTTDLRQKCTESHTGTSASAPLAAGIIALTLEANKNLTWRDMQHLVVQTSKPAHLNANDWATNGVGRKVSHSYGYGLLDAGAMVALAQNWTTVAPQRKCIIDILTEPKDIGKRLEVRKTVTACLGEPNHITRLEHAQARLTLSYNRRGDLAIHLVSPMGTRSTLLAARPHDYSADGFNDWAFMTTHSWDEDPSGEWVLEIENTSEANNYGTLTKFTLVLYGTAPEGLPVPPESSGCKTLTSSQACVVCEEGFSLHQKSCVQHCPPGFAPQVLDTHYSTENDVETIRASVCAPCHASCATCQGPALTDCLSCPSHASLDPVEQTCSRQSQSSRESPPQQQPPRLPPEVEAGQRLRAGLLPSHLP
zfTRPN1 agonist = activates the zebrafish TRPN1 channel. HEK293 zebrafish TRPN1-YFP, Fluo-8 calcium fluorescence; 100% = response to 87 µM carbachol. activation, % at 3 µM. 0.18% of 220,000 active. AID 1424;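 active = activation above its plate's cutoff, the mean activation of test wells on that plate plus 3 SD, cut at about 19% in these data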;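 also: 0% = DMSO alone and 100% = 87 µM carbachol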
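Material: zebrafish TRPN1-YFP in HEK293 cells; Doses: single test compound dose, 3 µM nominal, 0.3% DMSO; Timing: dye loading 1 h at 37 °C, then 30 min room temperature; Technique: intracellular calcium fluorescence with Fluo-8; Benchmarks: high carbachol 87 µM, low DMSO alone.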
Tb hexokinase = blocks Trypanosoma brucei hexokinase 1 activity; recombinant TbHK1, G6PDH-coupled NADH A340; inhibition, % at 10 µM; 0.11% of 220,000 active; AID 1430;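 active = inhibition of 50% or more in the single-dose primary screen; inactive = inhibition below 50%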
KCC2 mod = KCC2 (human) Cl- transport modulation; Q9H2X9; KCC2 cells, thallium flux FluoZin-2 fluorescence; B-score of Tl+ flux slope (higher = more flux/activation; lower = inhibition) at 10 µM; 2.2% of 190,000 active; AID 1456;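 active = thallium flux slope and its plate-corrected score both differing from the plate sample mean at a set confidence after two filtering rounds, in either direction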;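 also: slope of fluorescence scaled to starting intensity during 10 to 20 s after thallium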
EBV gp42 inh = blocks Epstein-Barr virus glycoprotein 42 binding. Q1HVG2. Fluorescence polarization binding assay, mP read-out. inhibition, % (tested at 21.74 µM). 0.42% of 220,000 active; in the data active = inhibition above about 50%
Target sequence (Q1HVG2 whole entry, looked up): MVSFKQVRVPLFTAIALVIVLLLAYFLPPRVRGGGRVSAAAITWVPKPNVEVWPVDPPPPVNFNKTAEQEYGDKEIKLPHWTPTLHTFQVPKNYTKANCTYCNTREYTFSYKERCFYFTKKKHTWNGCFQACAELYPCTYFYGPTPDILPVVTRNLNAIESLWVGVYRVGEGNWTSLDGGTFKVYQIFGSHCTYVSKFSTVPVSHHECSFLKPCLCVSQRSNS
The depositor's hits bear a star; i = inactive; . = no result given; [ ] = remark or other dose.

1. COc1cc(C(O)P(=O)(OCC(C)C)c2ccc(N(C)C)cc2)cc(OC)c1OC (stereo not drawn)
2. Cc1ccc(/C=C2\SC(=S)N(CCCC(=O)Nc3ccccn3)C2=O)cc1
3. CC(=O)c1sc(=S)n(-c2ccc(Cl)cc2)c1C
4. COc1nc(-c2ccccc2)nnc1-c1ccccc1
5. O=C1c2ccccc2N2C(=O)c3ccccc3C2N1O (stereo not drawn)
compound no.	1	2	3	4	5
PPC-1+TRAIL kill	10	20	12	6	-14
m-calpain inh	-2	1	-2	9	-11
thrombin 1536	-6	1	-7	-4	0
TRPML3 agonist	-0.6	0.6	-0.3	-1.5	0.4
Furin inhibitor	-22	-15[20 µM]	-14	-9	-20
zfTRPN1 agonist	-0.4	0.1	-2.2	-3.1	-0.1
Tb hexokinase	4	-8	-30	-2	-3
KCC2 mod	-0.2	1.5	-0.057	-0.57	2.8
EBV gp42 inh	-4	-6	-10	-7	-13

6. CC1=NN(c2ccc(Cl)cc2)C(=O)C1
7. COc1ccc(CNC(=O)c2cc(SC)ccc2Cl)cc1OC
8. CC(=O)Nc1nnc(SCc2ccc(F)cc2)s1
9. CN(C)/C=C(\C#N)C(N)=C(C#N)C#N
10. O=C(CCN1C(=O)/C(=C/c2cccc(Br)c2)SC1=S)NNC(=O)c1cccnc1
compound no.	6	7	8	9	10
PPC-1+TRAIL kill	19	9	7	-16	16
m-calpain inh	22	13	11	28	-47
thrombin 1536	-1	-1	12	2	5
TRPML3 agonist	1.2	2.5	0.5	0.5	0.1
Furin inhibitor	-16	-8	-14[20 µM]	-7	-15[20 µM]
zfTRPN1 agonist	0.7	6.4	0.1	1.9	-0.6
Tb hexokinase	2	1	3	-32	-13
KCC2 mod	-0.36	0.9	-0.92	0.033	-0.41
EBV gp42 inh	-11	-17	-3	11	-7

11. O=C(NCCCNC(=O)c1cncc(O)c1)c1cncc(O)c1
12. CCn1c(=O)cc(OCC(=O)Nc2nc(C)cs2)c2ccccc21
13. c1ccc(-c2ccccn2)nc1
14. CN1CCN(C(=O)CN(CCc2ccccc2)S(C)(=O)=O)CC1
15. Cc1cccc(Cc2c(C)nc3nc(SCC(=O)NCc4ccco4)nn3c2C)c1
compound no.	11	12	13	14	15
PPC-1+TRAIL kill	9	-11	23	16	-3
m-calpain inh	-54	5	-1	-33	2
thrombin 1536	-7	0	-5	1	-2
TRPML3 agonist	0.7	-1.2	0.2	0.6	-0.4
Furin inhibitor	-24	-14	-19	-12[20 µM]	-18[20 µM]
zfTRPN1 agonist	0.6	1.7	0.2	0.4	-0.6
Tb hexokinase	-9	-1	0	1	2
KCC2 mod	-1	-0.11	-0.054	0.57	0.078
EBV gp42 inh	-11	11	-6	-2	11

16. Clc1ccc(OCCn2ccnc2)c2ccccc12
17. COCCNC(=O)Cn1cnc2ccc(S(=O)(=O)N3CCC(C)CC3)cc2c1=O
18. Fc1ccc(N2N=C(c3cccs3)CC2c2ccco2)c(F)c1 (stereo not drawn)
19. CN(C)c1ccc(CNn2cnnc2SCC(=O)NC(C)(C)C)cc1
20. CN(C)C(=O)C(=O)c1cccn1-c1ccccc1C#N
compound no.	16	17	18	19	20
PPC-1+TRAIL kill	-25	9	2	9	5
m-calpain inh	4	13	-208	-20	27
thrombin 1536	3	1	-18	-7	-5
TRPML3 agonist	0.2	0.3	-0.5	0.7	0.8
Furin inhibitor	-14[20 µM]	-8	-37	-25	-28[20 µM]
zfTRPN1 agonist	1.2	1.2	-1.1	0.4	0.7
Tb hexokinase	12	-2	1	-4	-1
KCC2 mod	.	.	1.2	0.99	0.45
EBV gp42 inh	-20	-11	-13	-12	3

21. COc1ccc(CNc2nc(-c3cccnc3)nn2C(=O)C(C)C)cc1
22. CCC(C)(C)NC(=O)C(c1cccn1C)N(C(=O)Cn1nnc2ccccc21)c1ccc(OC)cc1OC (stereo not drawn)
23. O=C1OCCC1Sc1nc2ccccc2c(=O)n1Cc1ccccc1 (stereo not drawn)
24. O=S(=O)(Cc1cc(Sc2ccccc2)nc(-c2ccccc2)n1)c1ccccc1
25. O=C(CN1CCOCC1)NN1CC(=O)N(c2ccc(Cl)cc2)CC1=O
compound no.	21	22	23	24	25
PPC-1+TRAIL kill	17	14	4	22	4
m-calpain inh	-34	6	-9	15	-3
thrombin 1536	99*	2	-10	-2	0
TRPML3 agonist	0.2	0.8	0.6	0.4	0.8
Furin inhibitor	-20	-10[20 µM]	-28	-5[20 µM]	-29
zfTRPN1 agonist	-0.2	-0.5	-1.4	1.1	0.2
Tb hexokinase	2	-8	-4	3	-3
KCC2 mod	-2.8	-3	-2.1	.	-0.5
EBV gp42 inh	5	-5	-12	4	-10

26. CCN(CC)c1ccc(/C=N/n2c(=S)[nH]nc(C)c2=O)cc1
27. Nc1cc2c([N+](=O)[O-])cccc2o1
28. COc1ccc(CCNC(=O)C2CCN(S(=O)(=O)c3ccc(Cl)cc3)CC2)cc1OC
29. COc1ccc(OC)c(-c2csc(N(Cc3ccco3)C(=O)c3cccs3)n2)c1
30. CC(C)CC(NC(=O)C(COCc1ccccc1)NC(=O)OC(C)(C)C)C(=O)NN (stereo not drawn)
compound no.	26	27	28	29	30
PPC-1+TRAIL kill	1	7	4	4	13
m-calpain inh	19	-30	-6	-23	-7
thrombin 1536	18	4	-4	13	-2
TRPML3 agonist	0.2	-0.2	-0.2	0.2	-0.2
Furin inhibitor	6	-24[20 µM]	-10[20 µM]	-19	-9
zfTRPN1 agonist	0.6	-0.2	0.3	1.1	-1.8
Tb hexokinase	-46	-6	0	-13	-8
KCC2 mod	.	-1.3	-1	-0.34	-0.38
EBV gp42 inh	2	-11	-17	-7	-1

31. CCc1nnc(NS(=O)(=O)c2ccc(NS(=O)(=O)c3ccc(NC(C)=O)cc3)cc2)s1
32. COc1ccc(OCC(=O)NNC(=O)c2cc3ccccc3o2)cc1
33. O=C(CN1CCOCC1)N/N=C/c1ccccc1
34. CCOC(=O)C1CCN(c2c(NCc3ccc(C(=O)NC4CCCC4)cc3)c(=O)c2=O)CC1
35. CCc1ccc(N(C(=O)CNC(=O)c2ccco2)C(C(=O)NCC2CCCO2)c2ccccc2)cc1 (stereo not drawn)
compound no.	31	32	33	34	35
PPC-1+TRAIL kill	10	12	4	24	2
m-calpain inh	-12	17	8	-26	11
thrombin 1536	3	-3	-1	-10	1
TRPML3 agonist	0.2	0.1	0.6	0.7	0.3
Furin inhibitor	-14[20 µM]	-2	-25	-19	-10
zfTRPN1 agonist	-0.7	-1.0	1.1	1.4	1.9
Tb hexokinase	-7	-5	0	-1	-10
KCC2 mod	-0.28	5.1*	0.5	-0.2	-0.65
EBV gp42 inh	-15	4	-12	-6	-10

36. O=C(NCC1CCCO1)C1CCN(S(=O)(=O)c2ccccc2)CC1 (stereo not drawn)
37. CN(C)CCCNC(=O)c1ccc(Cl)c(S(=O)(=O)N(C)c2ccccc2)c1
38. COc1cccc(CN(CC(=O)NC2CCCC2)C(=O)CCC(=O)Nc2cc(C)on2)c1
39. CC1(C)CC(=O)c2cc(OCC(=O)O)ccc2O1
40. CC(C)(C)OC(=O)NCCCCCC(=O)N/N=C/c1coc2ccccc2c1=O
41. CC1COc2ccccc2N1C(=O)c1cccnc1Cl (stereo not drawn)
42. Cc1cc(NC(=O)c2ccc(Cl)cc2)n(CCOC(=O)c2ccc(Cl)cc2)n1
43. COc1ccccc1NC(=O)CN1CCSc2ccccc21
compound no.	36	37	38	39	40	41	42	43
PPC-1+TRAIL kill	13	20	12	18	1	1	15	4
m-calpain inh	-15	-9	-35	i	-23	-22	0	23
thrombin 1536	-7	1	1	10	-3	-2	-7	3
TRPML3 agonist	0.4	1.2	0.6	0.3	0.1	0.3	-0.5	-0.4
Furin inhibitor	-13	8[20 µM]	-2[20 µM]	-8	-18	-14	-16	-16
zfTRPN1 agonist	0.1	0.3	-1.3	-0.6	0.6	0.5	-0.6	-0.6
Tb hexokinase	-6	0	2	1	-30	-8	-7	-3
KCC2 mod	0.37	0.2	-0.75	0.54	-2.2	0.11	0.88	-2.2
EBV gp42 inh	-8	-11	-8	-4	-4	-1	-2	0

In the list so far, these have two or more sulfur atoms.
2. Cc1ccc(/C=C2\SC(=S)N(CCCC(=O)Nc3ccccn3)C2=O)cc1
3. CC(=O)c1sc(=S)n(-c2ccc(Cl)cc2)c1C
8. CC(=O)Nc1nnc(SCc2ccc(F)cc2)s1
10. O=C(CCN1C(=O)/C(=C/c2cccc(Br)c2)SC1=S)NNC(=O)c1cccnc1
24. O=S(=O)(Cc1cc(Sc2ccccc2)nc(-c2ccccc2)n1)c1ccccc1
29. COc1ccc(OC)c(-c2csc(N(Cc3ccco3)C(=O)c3cccs3)n2)c1
31. CCc1nnc(NS(=O)(=O)c2ccc(NS(=O)(=O)c3ccc(NC(C)=O)cc3)cc2)s1
compound no.	2	3	8	10	24	29	31
PPC-1+TRAIL kill	20	12	7	16	22	4	10
m-calpain inh	1	-2	11	-47	15	-23	-12
thrombin 1536	1	-7	12	5	-2	13	3
TRPML3 agonist	0.6	-0.3	0.5	0.1	0.4	0.2	0.2
Furin inhibitor	-15[20 µM]	-14	-14[20 µM]	-15[20 µM]	-5[20 µM]	-19	-14[20 µM]
zfTRPN1 agonist	0.1	-2.2	0.1	-0.6	1.1	1.1	-0.7
Tb hexokinase	-8	-30	3	-13	3	-13	-7
KCC2 mod	1.5	-0.057	-0.92	-0.41	.	-0.34	-0.28
EBV gp42 inh	-6	-10	-3	-7	4	-7	-15
